# High-throughput results as filed in PubChem.
# S2 tox = reduces viability in counter-screen for ATXN expression inhibitors. S2 cells (HEK-293 line with an ATXN2-luciferase reporter) viability, CellTiter-Fluor protease fluorescence, 24 h. Potency, µM (titrated, usually from 56.7 µM), actives largely listed as cytotoxic. hit rate 0.49% among 400,000. AID 651635; note: potency is the fitted concentration of half-maximal effect; nearly all actives have a fitted effect of over 40% in size
# Nrf2 ARE act = activators of Nrf2 (ARE) signaling | AREc32 ARE-luciferase reporter (MCF7-derived line), luminescence, 24 h | Potency, µM (series often up to 46.1 µM), for inactives: at the highest dose activation, usual class: activators | hit rate 0.31% among 410,000 | AID 624171; note: potency is the fitted concentration of half-maximal effect; % of control where 0% means no effect; nearly all actives have a fitted effect of over 65% in size
#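 Luminescent ARE reporter assay in AREc32_Fluc cells: overnight plating at 37 deg C, 24 hr compound incubation, Steady-Glo added, 30 min RT before reading.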
# IL-1B inflam inh = inhibitors of inflammasome signaling (IL-1 beta secretion) | THP-1 LPS/ATP IL-1B secretion, AlphaLISA, 16 h; stronger effect = lower value | activity change, % at 57.5 µM | hit rate 4.7% among 360,000; in the data active = activity change below about -50%; inconclusive = mostly about -30% to -49%; note: % is set by controls: 0 for no effect and ±100 for the full control effect
#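 THP-1 cells pretreated 1 hr with compounds (up to 57.5 uM final), then stimulated with LPS (250 ng/mL final) plus ATP (1.25 mM final); secreted IL-1B measured by AlphaLISA after 16 hr, decreased signal indicating inhibition.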
# TGFb SMAD3 inh = TGF-b pathway inhibition; HepG2 CAGA-GFP TGF-b/SMAD3 reporter, GFP fluorescence, 18 h; TGF-beta stimulated, 500 pg/mL final; Potency, µM (doses to about 46.1 µM), for the others: at the top dose activity, negative = inhibition, usual class: inhibitors; hit rate 1.2% among 410,000; AID 588855; note: potency is the fitted concentration of half-maximal effect; % is set by controls: 0 for no effect and ±100 for the full control effect; nearly all actives have a fitted effect of over 65% in size
#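 HEPG2 CAGA-GFP reporter cells (1000/well, DMEM with 1% FBS) received compounds, then recombinant TGF-beta at 500 pg/mL final for 18 hours at 37 degrees C. Per-cell GFP summed per well was normalised to unstimulated and stimulated DMSO controls before curve fitting.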
# A549 tox = counter-screen for Nrf2 inhibitors: cytotoxicity in A549 cells; AID 504648; hit rate 0.16% among 390,000; A549 ARE-Fluc cells, CellTiter-Fluor viability, 18-24 h; Potency, µM (titrated, usually from 46 µM), without a hit: at the top dose activity change, negative = cytotoxicity, usual class: inhibitors; note: potency is the fitted concentration of half-maximal effect; % is set by controls: 0 for no effect and ±100 for the full control effect
#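 Cytotoxicity counterscreen: CellTiter-Fluor fluorescence was measured in A549 ARE_Fluc cells after 18-24 h of compound exposure in a concentration series. The subsequent BugLite luminescent read reports ARE-luciferase activity.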
# ATXN2 expr inh = reduces ATXN2 reporter expression in HEK-293 cells; HEK-293 ATXN2-luciferase reporter, luminescence, 24 h; Potency, µM (titrated, usually from 57 µM), for the others: at the highest dose activity change, negative = inhibition, usual class: inhibitors; hit rate 0.72% among 360,000; AID 1745845; note: potency is the fitted concentration of half-maximal effect; % is set by controls: 0 for no effect and ±100 for the full control effect; nearly all actives have a fitted effect of over 55% in size
#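 ATXN2-luciferase reporter cells (luciferase flanked by upstream and downstream ATXN2 gene portions) were treated 24 h at 37 °C with compounds at up to 57 uM. SteadyGlo luminescence gave expression; GF-AFC fluorescence gave viability.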
# HepG2 tox = counter-screen for TGF-b inhibitors: cytotoxicity in HepG2 cells; HepG2 CAGA-GFP viability, ATP luminescence, 18 h; Potency, µM (doses to about 46.1 µM), inactives show at the highest dose activity change, negative = cytotoxicity, hits mostly cytotoxic; hit rate 0.76% among 410,000; AID 588856; note: potency is the fitted concentration of half-maximal effect; some results filed as inactive show a strong effect at the top dose
#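 CellTiter-Glo luminescence gave cytotoxicity after 18 hours at 37 degrees C. The cells were HepG2 CAGA-GFP in 1% FBS DMEM, stimulated with 500 pg/mL TGF-beta after compound addition. %Activity was normalised to no-cell wells (complete cell-killing) and DMSO (no toxicity), and curves were fitted and classified.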
# Nrf2 inh = Nrf2 pathway inhibition | A549 ARE-Fluc reporter, luciferase luminescence, 18-24 h | Potency, µM (top dose mostly 46 µM), without a hit: top-dose activity change, negative = inhibition, actives largely listed as inhibitors | hit rate 2.1% among 360,000 | AID 504444; note: potency is the fitted concentration of half-maximal effect; % is set by controls: 0 for no effect and ±100 for the full control effect; nearly all actives have a fitted effect of over 60% in size
#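 In this cell-based qHTS, ARE-driven firefly luciferase in A549 cells reports Nrf2 activity; the luminescent signal after BugLite lysis is the measured value, with a prior CellTiter-Fluor read for cell health.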
# MCF10A rereplic = DNA re-replication induction in MCF 10a cells; MCF 10A DNA re-replication, Hoechst nuclear intensity, 48 h; Potency, µM (top dose mostly 46.1 µM), inactives show at the top dose activity, positive = re-replication, actives largely listed as activators; hit rate 2.9% among 350,000; AID 624296; note: potency is the fitted concentration of half-maximal effect; % of control where 0% means no effect; nearly all actives have a fitted effect of over 50% in size
# * hit, by the source's call; i = inactive; ? = inconclusive; · = no result given; [ ] = another dose, or the depositor's remark. Unless noted, calls come from the whole dose curve; as a rule, active = well fitted curve in the direction sought with a large enough effect; inconclusive = small, poorly fitted or top-dose-only effect, or another doubt; inactive = no such curve, though single readings can be large; an effect the other way counts as inactive or inconclusive.
SMILES,S2 tox,Nrf2 ARE act,IL-1B inflam inh,TGFb SMAD3 inh,A549 tox,ATXN2 expr inh,HepG2 tox,Nrf2 inh,MCF10A rereplic
C=CCn1c(SCC(=O)NCC2CCCO2)nc2scc(-c3ccco3)c2c1=O (stereo not given),i,6.8%,9,-5%,-1%[1.84 µM],2%,1%,-26%,-5%
CC(NC(=O)c1cc(S(=O)(=O)N2CCCC2)cn1C)c1ccccc1 (stereo not given),i,0.1%,-26,1%,1%,-5%,-20%,-27%,-13%
CCN(CC)S(=O)(=O)c1ccc(-c2nnc(SCC(=O)Nc3ccc(OC)cc3)o2)cc1,i,0.1%,-25,1%,·,-3%,-45%,-26%,3%
Cc1cc(NNC(=O)c2cccc(C(F)(F)F)c2)nc2c1c(C)nn2C,i,2.7%,-2,?,-4%,·,-21%,?,-2%
CCCC(=O)Nc1ccccc1NC(=O)c1ccc(OCC)cc1,i,-0.7%,8,-43%,9%,·,-18%,7%,1%
Cc1ccc(NC(=O)C2(c3ccc([N+](=O)[O-])cc3)CCCC2)cc1,i,0.1%,-19,?,13%,·,1%,3%,28%
C=CCn1c(SCC(=O)NCc2ccccc2)nnc1-c1ccccc1O,·,0.0%,?,0%,-4%,·,4%,12%,2%
Cc1ccc(C)c(NC(=S)NCCN2CCOCC2)c1,i,-1.0%,18,0%,0%,-1%,8%,24%,?
COc1ccccc1CN1C[C@@H]2C[C@@H](c3ccccc3C)N3CCC[C@@]23C1=O,i,0.5%,-19,-25%,5%,·,-71%,-14%,5%
C=CCCC1CN(CCCC)S(=O)(=O)c2c(F)cccc2O1 (stereo not given),i,-0.3%,-14,-23%,-7%,-2%,-32%,2%,3%
CCOc1ccccc1NC(=O)c1c(NC(=O)CCC(=O)O)sc2c1CCCCC2,i,0.7%[9.22 µM],0,4%,-7%,-7%,-3%,14%,-5%
CC(=O)NC1=NC(=O)/C(=C/c2cn(C(C)=O)nc2-c2ccccc2)S1,i,-0.1%,3,2%,7%,·,2%,?,?
O=c1cc(NCCO)c2ccccc2o1,i,-0.4%,0,1%,-4%,2%,9%,3%,-1%
COc1ccccc1CNS(=O)(=O)c1cc2c3c(c1)C(C)C(=O)N3CCC2 (stereo not given),i,-0.6%,34,0%,-3%,-4%,1%,?,0%
COc1cc(NC(=O)C2CC(=O)NC3=C2C(=O)CCC3)cc(OC)c1 (stereo not given),?,2.6%,4,4%,-5%,-1%,-20%,-2%,1%
Cc1cc(CN2C(=O)c3ccccc3C2=O)on1,i,0.0%,9,3%,-8%,7%,6%,14%,11%
Cc1onc(-c2c(F)cccc2Cl)c1C(=O)NCc1ccccn1,i,-0.3%,7,-13%,0%,-1%,5%,-7%,2%
CCCC(=O)Nc1nnc(S(=O)(=O)N(C)Cc2ccco2)s1,i,0.4%,2,-9%,0%,2%,1%,2%,0%
O=C(CC(=O)Nc1ccccc1)Nc1ccccc1,i,0.2%,-5,16%,1%,17%,-7%,7%,6%
CCn1nc(C(=O)OCC(=O)N2c3ccccc3CC2C)c2ccccc2c1=O (stereo not given),i,0.3%,31,-24%,-3%,-5%,-12%,20%,-3%
CCC/C(O)=C1\C(=O)CC(C)(C)CC1=Nc1ccc(OC)cc1OC,i,0.3%,-19,-11%,?,-29%,-5%,-17%,21µM*
CCCCNC(=O)OCC(CC)NC(=O)OCC(C)C (stereo not given),i,-0.4%,15,-5%,-1%,-32%,-4%,-23%,0%
COc1cc2c(cc1OC)C(COc1ccccc1OC)N(C(C)=O)CC2 (stereo not given),i,0.4%,17,7%,-4%,·,-7%,-22%,11%
Cc1ccc(/C=C2/NC(=O)N(Cc3ccccc3F)C2=O)s1,i,3.8%,22,2%,0%,12%,-12%,1%,?
CC(=O)Nc1ccc(Cc2nc3ccccc3[nH]2)cc1,i,0.2%,40,-1%,-5%,·,0%,3%,1%
Cc1ccc(/C=C(\NC(=O)c2ccccc2)C(=O)NCCN2CCOCC2)o1,i,0.9%,4,-7%,-11%,3%,-10%,8%,-4%
CCC1=Nc2cc(C(=O)NCCCOC)ccc2Sc2ccccc21,?,8.6%,56,0%,-10%,3%,10%,?,?
CC(C)C(NC(=O)CCNC(=O)c1ccc(C(C)(C)C)cc1)c1nc2ccccc2[nH]1 (stereo not given),?,-0.8%,1,2%,-17%,5%,-2%,-16%,-1%
C=CCn1c(CCNC(=O)c2cccs2)nnc1SCC(=O)c1cccc([N+](=O)[O-])c1,i,1.6%,-7,0%,1%,2%,-9%,-22%,?
O=C(CCNS(=O)(=O)c1cccc2nsnc12)NCc1ccc(F)cc1,i,2.5%,32,0%,7%,2%,20%,3%,-15%
Oc1c(C(c2ccccc2Cl)N2CCC(O)CC2)sc2nc(-c3ccco3)nn12 (stereo not given),i,24%,·,-13%,-1%,14%,-15%,·,·
NC(=O)COC(=O)C12CC3CC(CC(O)(C3)C1)C2,i,-0.6%,0,3%,-17%,-29%,3%,-3%,-1%
C#Cc1ccc([C@@H]2C=C(C(=O)N3CCOCC3)O[C@H](OCc3ccc(CO)cc3)C2)cc1,i,-0.7%,-13,13%,-4%,1%,2%,6%,6%
CN(CC(=O)Nc1ccccc1Cl)CC(=O)N1CCc2ccccc21,i,-0.3%,-13,2%,3%,3%,-16%,5%,-6%
Clc1nccnc1N/N=C/c1ccc(Br)cc1,i,?,0,-25%,-3%,57%[activator],13µM*,?,2%
O=C(NC1CC1)c1ccc2sc([C@@H]3O[C@H](CO)[C@H](O)[C@H](O)[C@H]3O)nc2c1,i,0.4%,14,19%,·,13%,-3%,·,·

# Entries of single compounds, quoted from the list. Order of values: S2 tox | Nrf2 ARE act | IL-1B inflam inh | TGFb SMAD3 inh | A549 tox | ATXN2 expr inh | HepG2 tox | Nrf2 inh | MCF10A rereplic
# Listed for `Oc1c(C(c2ccccc2Cl)N2CCC(O)CC2)sc2nc(-c3ccco3)nn12` (stereo not given) → i | 24% | · | -13% | -1% | 14% | -15% | · | ·
# Listed for `CN(CC(=O)Nc1ccccc1Cl)CC(=O)N1CCc2ccccc21` → i | -0.3% | -13 | 2% | 3% | 3% | -16% | 5% | -6%
# Listed for `C#Cc1ccc([C@@H]2C=C(C(=O)N3CCOCC3)O[C@H](OCc3ccc(CO)cc3)C2)cc1` → i | -0.7% | -13 | 13% | -4% | 1% | 2% | 6% | 6%

# Later entries.
SMILES,S2 tox,Nrf2 ARE act,IL-1B inflam inh,TGFb SMAD3 inh,A549 tox,ATXN2 expr inh,HepG2 tox,Nrf2 inh,MCF10A rereplic
O=C(NC1CCCCC1)C1CCCN(S(=O)(=O)c2ccc(F)cc2)C1 (stereo not given),i,-0.1%,32,-14%,4%,17%,3%,7%,13%
COc1cccc(-c2nc(S(=O)(=O)c3ccc(C)cc3)c(N3CCCCC3)o2)c1,i,1.4%,·,-24%,3%,-5%,-30%,?,·
O=C1C2=C(SCCS2)C(=O)N1c1ccccc1,i,-0.2%,1,-1%,-24%,1%,-28%,-28%,4%
CSc1ccccc1NC(=O)N1CCCC(C(=O)c2ccc3c(c2)OCO3)C1 (stereo not given),?,-0.4%,-2,12%,-5%,-9%,-1%,-16%,26%
CC(C)(C)c1nnc(NS(=O)(=O)c2cc(Cl)ccc2Cl)s1,i,-0.5%,33,-28%,8%,0%,-5%,8%,?
COc1ccccc1Oc1cc(-n2nc(C)cc2C)ncn1,i,0.3%,5,3%,5%,10%,6%,?,0%
Nc1cc(OC(=O)c2ccco2)nn1S(=O)(=O)c1ccc(F)cc1,i,-0.7%,19,2%,-3%,-31%,0%,-11%,22%
COc1ccc(CCN2C(=O)CC(NC34CC5CC(CC(C5)C3)C4)C2=O)cc1OC (stereo not given),i,5.6%,18,5%,0%,1%,-13%,31%,4%
CCS(=O)(=O)Nc1ccc(-c2nnc(SCC(=O)OC)o2)cc1,i,-0.6%,-85*,11%,-2%,-4%,5%,·,5%
NS(=O)(=O)c1ccc(CCNC(=O)COc2ccc3c4c(c(=O)oc3c2)CCC4)cc1,i,-0.2%,6,-7%,-1%,-7%,-14%,-1%,-3%
O=C(CCC1N=C2c3ccccc3N=C(SCC(=O)Nc3ccc(F)cc3)N2C1=O)NCc1ccco1 (stereo not given),·,3.0%,·,42%[activator],7%,·,8%,·,·
Cc1ccc(S(=O)(=O)NCC(=O)NCC(=O)NCCc2ccc(Cl)cc2)cc1C,i,4.6%,?,-17%,·,·,1%,·,·
Cc1ncc(CO)c(/C=N/Nc2ccc(C(F)(F)F)cn2)c1O,i,-0.5%,63,0%,?,6.3µM*,-16%,10µM*,6%
COc1cccc(C2CC(=O)NC3=C2C(=O)CCC3)c1 (stereo not given),?,0.3%,24,2%,-2%,-6%,4%,?,-1%
Cc1c(C)n(Cc2ccccc2)c2ccc(C(=O)N3CCN(c4ccccc4F)CC3)cc12,·,1.3%,·,0%,-1%,·,2%,-13%,·
Cc1ccc2nc3c(c(Nc4ccc5c(c4)OCCO5)c2c1)CCC3,?,-0.7%,-92*,3.5µM*,-10%,-34%,-20%,-6%,?
CC1=NN(C(=O)COc2cc(C)ccc2C(C)C)C(O)(c2ccccc2)C1 (stereo not given),i,0.3%,-22,?,0%,-11%,-42%,-9%,?
Cc1ccc2ncc(C(=O)c3ccc(C)c(C)c3)c(S(=O)(=O)c3ccc(F)cc3)c2c1,?,?,·,10%,-7%,0%,-27%,5%,·
N#CC1=C(N)C2=CCCC[C@H]2[C@H](c2ccc(Br)cc2)C1(C#N)C#N,i,?,-95*,?,-6%,-2%,1%,0%,16µM*
COc1ccc(S(=O)(=O)NCC(c2cccnc2)N2CCN(c3ccccc3OC)CC2)cc1C (stereo not given),i,0.2%,-28,?,-21%,0%,-6%,-29%,2%
COc1ccc(Nc2c3c(c(C#N)c4nc5ccccc5n24)CCC3)cc1,i,0.0%,26,?,0%,-4%,3%,-10%,-5%
